Pf Dd2 inh = qHTS Primary assay for Inhibitors of Plasmodium falciparum Dd2 growth in vitro. hit rate 4.3% among 120,000. P. falciparum Dd2 growth, SYBR Green, 72 h. Potency, µM (series often up to 28.9 µM), for inactives: at the highest dose activity, negative = inhibition, actives largely listed as inhibitors; active = well fitted inhibition curve with a large enough effect; inconclusive = small, poorly fitted or top-dose-only effect; inactive = no such curve, though single readings can be large or run the other way;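 note: plate controls were DMSO vehicle for no effect and reference drug for full effect; nearly all actives have a fitted effect of over 65% in size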
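Readout: SYBR Green fluorescence, 485 nm excitation, 535 nm emission, after ~16 h lysis at 37C. Before that, Dd2-infected red cells (2.5% hematocrit) grew 72 h with compound, 29 uM top final concentration.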
* marks the source's active call; other numbers are inactive results; i = inactive; ? = inconclusive; [ ] = dose if it differs, or a comment. Potency is the fitted concentration of half-maximal effect. A portion of the library; the hit share may differ from the screen's.

SMILES	Pf Dd2 inh
CCOC(=O)c1sc(NC(=O)COc2ccccc2Cl)c(C(=O)OCC)c1C	12%
CCN(CCNc1ncncn1)c1cccc(C)c1	-2%
CCCS(=O)(=O)N1CC(=O)N(c2cccc(Cl)c2C)C(C)(C(=O)NC2CCCC2)C1 (stereo unspecified)	i
Cc1c(Cl)cccc1NC(=O)CN1C(=O)NC(c2ccc(Cl)cc2)C2=C1COC2=O (stereo unspecified)	-26%
COc1cc(C(=O)NCc2nnnn2-c2ccc(C)c(C)c2)cc(OC)c1OC	i
O=C(c1ccc(C(F)(F)F)cc1)N1CCC(N2Cc3ccccc3C2=O)CC1	11%
O=C(O)c1cnc(-c2ccccc2)nc1-c1ccncc1	-11%
N#Cc1ccc(C(=O)N[C@H]2[C@H](O)[C@H](O)C[C@@H]2c2ccc(C(F)(F)F)nc2)cc1	-8%[44.1 µM]
Cc1cc(C)cc(NC(=O)C(=O)NCC(c2cccnc2)N2CCOCC2)c1 (stereo unspecified)	-12%
CCCCn1c(=O)c2oc3ccccc3c2n(CC(=O)Nc2ccccc2OC)c1=O	-5%
COc1ccc(S(=O)(=O)NCC2CCCN(Cc3ccc(-c4ccco4)cc3)C2)cc1 (stereo unspecified)	-14%
Cc1ccc(CNC(=O)N2CCCCCCNC(=O)CC2)cc1	9%
CN(C)Cc1cn2c(=O)n(C)cc(-c3cccc(OC(F)(F)F)c3)c2n1	i
Cc1cn2c(=O)cc(COC(=O)COc3ccc(F)cc3)nc2s1	1%
CCOc1ccc(CNC(=O)c2ccc(-c3nc(CS(=O)(=O)c4ccccc4)c(C)o3)cc2)cc1	-22%
O=C(c1ccn[nH]1)N1CCC(c2nc(CCOc3ccc(F)cc3)no2)C1 (stereo unspecified)	?
CC(=O)NCCNC(=O)[C@@H]1Cc2cn(Cc3cc(C)on3)c3cccc(c23)[C@H](CC(C)C)N1	i
CNC(=O)Nc1ccc(C)n(CC(=O)N2CCN(c3ccccc3F)CC2)c1=O	8%
CCOc1ccc2c(n1)CCN(C(=O)Nc1ccccc1OCC)C2	?
CS(=O)(=O)N1C[C@@H](Oc2ccccc2)C[C@H]1C(=O)N1CCOCC1	6%
COc1ccc(N(CC(=O)N2CCN(c3ccccc3)CC2)S(=O)(=O)c2c(C)nn(C)c2C)cc1	-18%
COc1ccc(CNC(=O)CC[C@H]2CNC(=O)[C@@H]3[C@@H](CCN3Cc3ccc(OC)cc3)N2C)cc1	?
O=C(Cn1ccn2nc(-c3ccccc3)c(CO)c2c1=O)NCCCc1ccccc1	-15%
Cc1ccccc1CNC[C@H]1Cn2c(-c3ccccc3)cnc2CO1	?
CCN(CC)c1ccc(C(=O)NCc2ccc3c(c2)CCN3C(C)=O)cc1	17%
CCOc1cccc(CN2CCCC3(Cc4ccccc4CNC3=O)C2)c1 (stereo unspecified)	?
Cc1nn(-c2ccc(F)cc2)c(-n2cccc2)c1C(=O)NCCCN1CCN(c2ccccc2F)CC1	?
COc1cccc(-c2cc(C(=O)O)cc(S(=O)(=O)NC(C)C)c2)c1	-3%
Cc1cccc(NC(=O)c2oc3ccccc3c2NC(=O)c2cc(=O)c3ccccc3o2)c1	33%[activator]
COc1cc2nc(SCC(=O)Nc3cccc(C)c3)n3nc(CCn4c(C)nc5ccccc54)nc3c2cc1OC	2.2µM*
CN1CCN(C(=O)C2CCCN(C3CCN(c4cc(C#N)ccn4)CC3)C2)CC1 (stereo unspecified)	-21%
COc1cccc(NC(=O)Cn2c(N(C)Cc3ccccc3)nc(C)cc2=O)c1	-24%
O=C(O)c1ccc(CN2CCC[C@H]2c2nc(-c3ccc(-n4ccnc4)nc3)no2)cc1	-12%[44.1 µM]
Cn1ncc(N2CCC(NC(=O)CC3CCCCC3)CC2)cc1=O	27%
O=C1NCc2ccccc2CC12CCN(Cc1cnc3ccccc3c1)C2 (stereo unspecified)	-20%
Clc1ccccc1Cc1nc(-c2ccc(OC3CCNC3)cc2)no1 (stereo unspecified)	?
COc1ccc(NC(=O)CSc2nnc(-c3ccncc3)n2-c2ccccc2)cc1	18%
O=C1COCC2(CN1Cc1cccc(OC(F)(F)F)c1)CN(c1ccccn1)C2	i
Cc1cc(CN2CCC(n3cc[nH]c3=O)CC2)no1	29%[44.1 µM]
CC(C)Cc1nc2nccc(-c3ccco3)n2n1	-8%
O=C(CC1CCN(C(=O)Nc2c(F)cccc2F)C1)NCc1ccccc1 (stereo unspecified)	-6%
OC[C@H]1CCN(Cc2ccc(-c3cccc(Cl)c3Cl)o2)C[C@@H]1O	?
O=C(c1cc(F)ccc1Cl)N1CCN(c2cc(-c3ccc(F)cc3)[nH]n2)CC1	-11%
CC(C)(O)CCc1ccc(CN2CCN([C@H]3CCCC[C@@H]3O)CC2)cc1	-6%
CS(=O)(=O)N(CC(=O)NCCc1ccccc1)c1cc(C(F)(F)F)ccc1Cl	51%[activator][5.79 µM]
COCC(=O)N(C1CCOCC1)C1CCN(C(=O)Cc2ccsc2)CC1	11%
N#Cc1ccc(O[C@@H]2CCOC[C@H]2NC(=O)CCN2CCCC2=O)cc1	-6%
COc1ccc(-c2nnc3n2CCN(C(=O)NC2CCCC2)C3)cc1	?
COc1ccccc1CCC(=O)NC1CCCN(c2cc(-c3ccc(F)cc3)[nH]n2)C1 (stereo unspecified)	i
COc1cc(NC(=O)Cn2c(=O)nc(-c3ccccc3F)c3cc(Cl)ccc32)cc(OC)c1	i
Later entries:
SMILES	Pf Dd2 inh
COc1cc(NC(=O)C2CCN(S(=O)(=O)c3c(C)noc3/C=C/c3cccs3)CC2)cc(OC)c1	11µM*
Cc1ccsc1CN1CCOc2cc([S+](=O)([O-])Nc3ccccc3)ccc2C1	-10%[44.1 µM]
Cn1cccc1CN1CCC2(COc3ccccc3C(=O)N2)C1 (stereo unspecified)	-24%[44.1 µM]
CCOc1ccc(C(=O)Nc2cccc(-c3nc4cccnc4s3)c2C)cc1OCC	6%
COc1ccc(NC(=O)c2cc3n(n2)CC(c2ccc4c(c2)OCO4)OC3)cc1OC (stereo unspecified)	?
CCOc1ccc(NC(=O)CSc2nc3c([nH]c4ccccc43)c(=O)n2-c2cc(C)cc(C)c2)cc1	i
O[C@@H]1CC(CNCC2CCCC2)(COc2ccc(C(F)(F)F)cn2)C[C@@H]1O (stereo partly specified)	?
Cn1ccnc1-c1nc2cc(S(=O)(=O)N3CCCC3)ccc2n1C	-2%
COc1ccc(C)cc1Nc1nc2c(S(=O)(=O)c3cccc(Cl)c3)nnn2c2ccsc12	1%
COc1ccc(-n2cc(C(=O)NCc3ccccc3)c3ccccc3c2=O)cc1	-7%
O=C(c1ccc2c(c1)OCO2)N1CCC2(CC(c3cccc(C(F)(F)F)c3)=NO2)C1 (stereo unspecified)	-16%
CCCn1c(=N)c(C(=O)NCc2cccnc2)cc2c(=O)n3ccccc3nc21	-14%
Cc1ccc(F)cc1S(=O)(=O)N1CCn2c(nn(CC3CC3)c2=O)C1	-4%
CCCS(=O)(=O)c1c(S(=O)(=O)CCC)c2cc(C(C)(C)C)ccn2c1C(=O)c1ccc(C)cc1	i
O=C(c1cscn1)N1CC[C@@H]2[C@@H](CCC(=O)N2CCCn2ccnc2)C1	-6%
CC(C)c1ccc(NC(=O)CN2C(=O)NC3(CCS(=O)(=O)CC3)C2=O)cc1	12%
O=C(COc1ccccc1)NCC(=O)N1CCCCCCNC(=O)CC1c1ccccc1 (stereo unspecified)	-2%
Cc1ccc(OCCSc2nc3ccccc3n2CC(=O)N2CCOCC2)cc1	-18%
CC1(COc2cccnc2)COc2ccc(C(=O)NCc3ccc4c(c3)OCO4)cc2N1 (stereo unspecified)	i
O=C(Cn1cccn1)N1C[C@@H](COCC2CC2)[C@H](c2ccncc2)C1	i

3 of the compounds above, field by field:
> Cc1ccc(F)cc1S(=O)(=O)N1CCn2c(nn(CC3CC3)c2=O)C1
  Pf Dd2 inh: -4%
> CC(C)c1ccc(NC(=O)CN2C(=O)NC3(CCS(=O)(=O)CC3)C2=O)cc1
  Pf Dd2 inh: 12%
> CCCn1c(=N)c(C(=O)NCc2cccnc2)cc2c(=O)n3ccccc3nc21
  Pf Dd2 inh: -14%

(more compounds)
SMILES	Pf Dd2 inh
COCCNC(=O)c1ccc2nc(CCc3ccccc3)oc2c1	4%
CN(Cc1ccccc1C(F)(F)F)S(C)(=O)=O	-5%[44.1 µM]
CCOC(=O)c1cnc2c(OC)cccc2c1N1CCN(c2ccccc2F)CC1	?
CN(C)c1ccc(CN2CCC[C@H]2c2nc(-c3ccnc(N4CCC(C(N)=O)CC4)c3)no2)cc1	i
COc1ccccc1C(=O)N1CCC2CC(=O)NCCC2C1 (stereo unspecified)	8%
CCCN1CCC2(CCN([S+](=O)([O-])c3cccc(C(F)(F)F)c3)CC2)Oc2ccccc21	-25%
COc1ccc(NC(=O)N2CCC(Oc3ncccc3C(=O)N(C)C)C2)c(C)c1 (stereo unspecified)	41%
Cc1nn(S(=O)(=O)c2ccc(Cl)cc2)c(C)c1S(=O)(=O)N1CCCCCC1	11%
O=C(CC1CCCN(c2cnn(CC3CC3)c(=O)c2)C1)N1CCN(c2ccccc2)CC1 (stereo unspecified)	-11%
COc1cccc(-c2cc(C3CCN(C(=O)Nc4cccc(Cl)c4C)CC3)[nH]n2)c1	i
NC(=O)c1ccc(O[C@@H]2COCC[C@H]2NC(=O)Cc2ccc(O)cc2)cc1	0%
C[C@H]1[C@@H]2[C@@H](O)C([C@H](C)C(=O)NCc3cccs3)CC[C@@]2(C)CC[C@@H]1NC(=O)COc1ccccc1 (stereo partly specified)	i
COCCc1noc(Cn2nc(-c3ccccc3)c3ccccc3c2=O)n1	-7%
COc1ccc(CN2CCn3c(nnc3C3CCNCC3)C2)cc1	1%
COCc1cc(=O)n(CC(=O)Nc2cc(F)ccc2F)c(N2CCOCC2)n1	i
COc1ccc(C(=O)N2CCc3ccc(C(=O)NCc4ccccn4)cc32)cc1	?
O=C(c1ccccc1)N1CCCCC1CCN1CCCCC1 (stereo unspecified)	i
O=C(CCCc1c[nH]c2ccccc12)N1CCC(c2noc(COc3ccc(F)cc3)n2)CC1	?
COc1ccccc1-c1cc(C(F)(F)F)nc(S(=O)(=O)CCCC(=O)Nc2cc(C)ccc2O)n1	11%
NCc1cccc(-c2ccsc2)c1	?
CCCNC(=O)N1C[C@@H](Oc2ccccc2)C[C@@H]1C(=O)NCCOC	0%
COc1cc(=O)n2c(c1C(=O)Nc1ccccc1C)CCCC2	19%
O=S(=O)(NC[C@H]1C[C@@H]2CCN1C[C@@H]2CN1CCOCC1)c1cccs1	-23%[44.1 µM]
CCn1ncc(N2CCC(NC(=O)c3ccc(OC(C)C)cc3)CC2)cc1=O	?
CCN(Cc1cnn(CC)c1)C(=O)C1CCCCC(=O)N1Cc1cccc(OC)c1 (stereo unspecified)	-11%
COc1ccccc1OC1(C(=O)O)CCN(c2ncnc3[nH]ccc23)CC1	0%
Cc1ccc(C)c(NC(=O)Cn2c(=O)n(-c3ccc(CC(=O)NCC4CCCO4)cc3)c(=O)c3ccccc32)c1 (stereo unspecified)	0%
Cc1ccc(C2NC(=O)N(CC(=O)Nc3ccccc3)C3=C2C(=O)OC3)cc1 (stereo unspecified)	i
CSCC(=O)Nc1ccc(=O)n2c1[C@@H]1C[C@@H](CN(C(=O)NC3CCCCC3)C1)C2	-7%[44.1 µM]
Cc1nn(C)c(C)c1CCC(=O)NCCc1ncc(C)n1Cc1ccc(F)cc1	?
COc1ccc(CNC(=O)Cc2c(C)c3cc4c(C)coc4cc3oc2=O)cc1	2%
CCCC1c2nccn2CCCN1C(=O)c1occc1C (stereo unspecified)	?
COc1ccc(NC(=O)Cn2c(=O)n(Cc3ccco3)c(=O)c3oc4ccccc4c32)cc1Cl	?
CC[C@@]1(C(=O)O)C[C@H](C(=O)N(C)CCN(C)C)[C@H](c2ccc(OC)cc2)N1C	-11%
CSCCCN1CCC2(CCN(Cc3cccc(O)c3)CC2)C(CO)C1 (stereo unspecified)	-15%
O=C(NCCc1ccccc1)N1[C@H]2CC[C@@H]1c1cncnc1C2	36%
Cc1ccc(NC(=O)Nc2ccc3snnc3c2)cc1C	i
Cc1cccc(-c2noc(CSc3nc(-c4ccc(F)cc4)cc(=O)[nH]3)n2)c1	i
O=C(C[C@@H]1O[C@H](CNS(=O)(=O)c2ccccc2)[C@@H](O)[C@H]1O)NCCN1CCOCC1	47%[activator]
Cc1cccc(OCCc2noc(C3CCN(C(=O)NC4CCCCC4)C3)n2)c1 (stereo unspecified)	i
O=C(CCn1cnnn1)N1CCC(N2C(=O)C3(CCCC3)C2c2ccccc2)CC1 (stereo unspecified)	?
NS(=O)(=O)CCCC(=O)N1C[C@@H](C(=O)O)[C@H](c2cccc(F)c2)C1	-16%

Grouped by structure, the entries above containing a Cl atom.
SMILES	Pf Dd2 inh
CCOC(=O)c1sc(NC(=O)COc2ccccc2Cl)c(C(=O)OCC)c1C	12%
CCCS(=O)(=O)N1CC(=O)N(c2cccc(Cl)c2C)C(C)(C(=O)NC2CCCC2)C1 (stereo unspecified)	i
Cc1c(Cl)cccc1NC(=O)CN1C(=O)NC(c2ccc(Cl)cc2)C2=C1COC2=O (stereo unspecified)	-26%
Clc1ccccc1Cc1nc(-c2ccc(OC3CCNC3)cc2)no1 (stereo unspecified)	?
OC[C@H]1CCN(Cc2ccc(-c3cccc(Cl)c3Cl)o2)C[C@@H]1O	?
O=C(c1cc(F)ccc1Cl)N1CCN(c2cc(-c3ccc(F)cc3)[nH]n2)CC1	-11%
CS(=O)(=O)N(CC(=O)NCCc1ccccc1)c1cc(C(F)(F)F)ccc1Cl	51%[activator][5.79 µM]
COc1cc(NC(=O)Cn2c(=O)nc(-c3ccccc3F)c3cc(Cl)ccc32)cc(OC)c1	i
COc1ccc(C)cc1Nc1nc2c(S(=O)(=O)c3cccc(Cl)c3)nnn2c2ccsc12	1%
Cc1nn(S(=O)(=O)c2ccc(Cl)cc2)c(C)c1S(=O)(=O)N1CCCCCC1	11%
COc1cccc(-c2cc(C3CCN(C(=O)Nc4cccc(Cl)c4C)CC3)[nH]n2)c1	i
COc1ccc(NC(=O)Cn2c(=O)n(Cc3ccco3)c(=O)c3oc4ccccc4c32)cc1Cl	?
